# TCR CD3 inh: blocks the human TCR-CD3 interaction; TAMRA-labeled TCR probe fluorescence, biochemical; inhibition, % at 9.4 µM; actives 0.37% (n = 360,000); AID 651800; in the data active = inhibition above about 19%;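 note: recombinant mutant TCR 2C K166C tagged with TAMRA read by polarization; 0% = receptor in buffer alone and 100% = receptor with positive control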
# PRMT1 inh: inhibitors of human PRMT1. Q99873. inhibition, % at 2.79 µM. actives 1.3% (n = 370,000). AID 652257. recombinant PRMT1, activity-based probe fluorescence polarization;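 active = inhibition above about 21% made by adding two undisclosed values, limit read from the data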
# Target sequence (Q99873 whole entry, looked up): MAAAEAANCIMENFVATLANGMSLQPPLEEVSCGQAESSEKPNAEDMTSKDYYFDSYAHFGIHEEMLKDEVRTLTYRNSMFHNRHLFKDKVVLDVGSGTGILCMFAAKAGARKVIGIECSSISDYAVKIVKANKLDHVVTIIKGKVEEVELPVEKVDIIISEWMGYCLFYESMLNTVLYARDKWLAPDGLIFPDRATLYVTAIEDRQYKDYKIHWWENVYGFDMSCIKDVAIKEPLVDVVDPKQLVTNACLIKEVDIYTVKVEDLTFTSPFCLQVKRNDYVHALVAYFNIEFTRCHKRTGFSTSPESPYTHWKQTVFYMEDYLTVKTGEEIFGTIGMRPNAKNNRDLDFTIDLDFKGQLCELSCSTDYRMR
# HTRA1 inh: blocks human HTRA1 serine peptidase; inhibition, % at 5.96 µM; recombinant HTRA1, FP-rhodamine activity-based probe, fluorescence polarization; actives 0.5% (n = 340,000); Q92743; in the data active = inhibition above about 36%;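 note: 0% = enzyme with DMSO and 100% = wells lacking enzyme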
# NR1D1 modulator: Rev-erb alpha (human) modulation. AID 1259318. actives 0.79% (n = 370,000). Rev-erbα–FITC-DNA binding, fluorescence polarization, 90 min. activity, % at 10 µM. P20393;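 active = activity above about 14%, limit read from the data; passing the limit was not always enough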;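 note: 0% = DMSO wells with 35 nM protein and 100% = DMSO wells with 750 nM protein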
# LEDGF integ inh: blocks HIV-1 LEDGF/p75-dependent DNA integration. inhibition, % at 3.7 µM. AID 743269. TR-FRET IN-LEDGF/p75 DNA integration, Eu/Cy5. actives 0.64% (n = 370,000);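 active = inhibition above the screen-wide mean plus 3 SD, cut at about 13% in these data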;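 note: signal is the Cy5 over europium emission ratio at 671 and 618 nm; 0% = plate median of compound wells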
# rCAG binder: binds r(CAG) RNA repeats; actives 1.3% (n = 370,000); inhibition, % at 3 µM; AID 651821; r(CAG) RNA repeat, TO-PRO-1 dye displacement fluorescence;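 active = inhibition above the plate cutoff, the mean of all test compounds on that plate plus 3 SD, cut at about 35% in these data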;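 note: 0% = DMSO alone and 100% = 100 µM mitoxantrone as full dye displacement; higher means more dye released from RNA so lower well fluorescence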
# TDP2 inh: blocks human TDP2 phosphodiesterase activity. inhibition, % at 12.8 µM. AID 720702. recombinant TDP2, T5PNP hydrolysis, p-nitrophenol absorbance 415 nm. actives 0.34% (n = 370,000);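 active = inhibition above the mean of all tested compounds plus 3 SD, set per campaign, cut at about 25% in these data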;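 note: 0% = DMSO with enzyme and 100% = buffer with substrate but no TDP2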
#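 Test system: Human TDP2 enzyme | Reagent: 5 mM T5PNP | Compound dosing: 12.8 µM single point, 1% DMSO | Incubation: Enzyme reaction with compound for 2 h at 37 °C | Technique: p-Nitrophenol epi absorbance | Read-out: % inhibition relative to enzyme-containing and enzyme-free wells | Benchmarks: High control without enzyme, low control DMSO plus TDP2 | Replicates: Singlicate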
# PG9 binder: PG9 antibody binding by small molecule. TR-FRET gp120-PG9 antibody binding. inhibition, % at 6.7 µM. actives 0.43% (n = 360,000). AID 624416; in the data active = inhibition above about 8.5%
# SIAE primary: inhibitors of human sialic acid acetylesterase SIAE; Q9HAT2; SIAE FP-Rh probe binding, fluorescence polarization; inhibition, % at 9.66 µM; actives 0.69% (n = 370,000); AID 1053197;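 active = inhibition above a cutoff: mean of compounds within the control limits plus 3 SD of those, cut at about 17% in these data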;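 note: 0% = plate median of compound wells and 100% = probe without SIAE protein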
# Target sequence (Q9HAT2 whole entry, looked up): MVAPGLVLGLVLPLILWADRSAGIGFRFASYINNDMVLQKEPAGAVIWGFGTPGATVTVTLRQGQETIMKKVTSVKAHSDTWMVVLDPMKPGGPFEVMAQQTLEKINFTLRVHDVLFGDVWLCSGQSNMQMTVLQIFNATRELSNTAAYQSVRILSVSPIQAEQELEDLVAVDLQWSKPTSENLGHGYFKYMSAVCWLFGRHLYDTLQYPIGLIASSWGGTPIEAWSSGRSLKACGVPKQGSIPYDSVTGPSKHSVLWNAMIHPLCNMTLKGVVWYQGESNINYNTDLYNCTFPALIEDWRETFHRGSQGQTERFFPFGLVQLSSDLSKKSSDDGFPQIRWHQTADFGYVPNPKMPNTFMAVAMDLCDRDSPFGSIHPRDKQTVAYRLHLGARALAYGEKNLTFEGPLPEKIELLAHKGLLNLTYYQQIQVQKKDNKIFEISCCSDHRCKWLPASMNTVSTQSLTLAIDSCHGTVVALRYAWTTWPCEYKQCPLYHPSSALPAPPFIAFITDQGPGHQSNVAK
# mABHD4 FP: inhibits mouse alpha/beta hydrolase domain 4 | Q8VD66 | purified mABHD4, FP-Rh probe fluorescence polarization | inhibition, % at 8.92 µM | actives 0.54% (n = 370,000);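 active = inhibition exceeding the mean over every tested compound plus 3 SD, cut at about 30% in these data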;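 note: 0% = plate median of compound wells and 100% = S159A mutant with DMSO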
#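 Assay system: mABHD4 protein; medium: HEPES pH 7.0, NaCl, Pluronic buffer; dosing: 8.92 µM, single dose; schedule: 45 min + 60 min at 25 °C; signal: FP readout, ex 525 nm / em 598 nm; read-out: normalized percent inhibition of probe labeling; repeats: single replicate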
# The depositor's hits bear a star; . = no result given. These rows are one share of the data; the hit share may differ from the screen's.
# Under each structure: TCR CD3 inh	PRMT1 inh	HTRA1 inh	NR1D1 modulator	LEDGF integ inh	rCAG binder	TDP2 inh	PG9 binder	SIAE primary	mABHD4 FP
> CC(C)=C(NC(=O)c1ccccc1)C(=O)N1CCOCC1
  2.4	-2.3	0.2	2.9	1.9	-0.2	9.9	0.3	-4.6	0.7
> O=C(COC(=O)c1ccccc1Sc1ccc(C(F)(F)F)cc1[N+](=O)[O-])NC(=O)NC1CCCC1
  4.9	-0.8	-1.4	5.3	-2.1	4.7	3.1	-2.9	-10.1	-2.7
> CCOC(=O)CN1CCc2c(C)nc3c(-c4ccc(OC)c(OC)c4)cnn3c21
  3.6	-2.1	5.0	-2.6	-3.8	-1.7	-4.2	-13.1	4.7	-0.2
> COc1ccccc1N=CC=C1OC(C)(C)C(C)(C)O1
  0.2	-1.1	-4.5	-2.5	-1.6	-4.0	-0.2	0.0	4.1	-0.1
> CCCN1CCN(C(=O)c2ccc3nc(CC)c(CC)nc3c2)CC1
  -4.7	-2.3	-2.4	-1.5	-3.7	-8.4	3.5	-2.3	5.0	5.0
> CCOCCn1c(N2CCCC2)nc2c1c(=O)n(C)c(=O)n2C
  -4.8	4.2	-1.6	-2.8	-2.4	-4.7	1.7	-1.4	8.6	3.0
> CCCN1CCC(Oc2cccc(C(=O)NCCc3ccccc3)c2)CC1
  -2.7	-6.1	-7.2	1.7	-1.5	-5.5	1.3	-4.6	-5.4	-2.4
> CCCCCN(C(=O)CCC(=O)OCC(=O)N(CC)c1ccccc1)c1c(N)n(CCCC)c(=O)[nH]c1=O
  0.7	-0.5	-0.1	3.3	-2.9	-11.0	5.6	-0.9	1.6	1.2
> O=C(N/N=C/c1cccnc1)c1[nH]ncc1Br
  13.0	-5.5	1.8	-1.8	3.7	2.5	-19.7	0.4	-12.0	-4.8
> O=c1c2ccccc2[nH]c(=S)n1CCCN1CCC(Cc2ccccc2)CC1
  1.7	2.5	-4.5	-3.2	-4.6	-0.9	-0.1	0.2	-0.4	-11.9
> COc1ccc2[nH]c(=O)c(C3c4cc(OC)c(OC)cc4CCN3C(=O)c3ccco3)cc2c1 (configuration not stated)
  -9.2	9.2	-13.9	-0.6	-0.3	-0.1	4.2	0.4	0.4	3.6
> O=C1NC[C@@H](CCCCN2C[C@H](Cc3ccccc3)N(CCC3CCCCC3)C(=O)C2=O)N(CCc2ccccc2)C1=O
  6.6	-5.9	.	-1.1	4.3	2.6	-16.1	2.4	-6.5	10.1
> CC(C)CNc1nnnc2c1sc1nc(N3CCOCC3)c3c(c12)CC(C)(C)SC3
  -1.4	0.5	-20.0	-5.0	-2.5	2.6	0.2	0.7	-1.5	-8.7
> O=C(Nc1nnc(C2CC2)s1)C1CC(=O)N(c2ccc3c(c2)OCCO3)C1 (configuration not stated)
  6.4	-0.9	-0.2	-6.4	4.2	8.0	0.2	0.1	1.8	3.6
> Cc1ccc(C)c(N(C)C(=O)COc2cc(=O)n(C)c3ccccc23)c1
  5.6	2.3	4.0	-5.8	1.1	-7.2	-3.7	1.7	3.2	2.5
> O=C(CSc1ncnc2c1cnn2CCc1ccccc1)Nc1cccc(C(F)(F)F)c1
  0.1	-0.2	-44.5	3.5	0.5	3.5	-10.3	-0.5	-51.4	-56.8
> COC(=O)c1cc(CNC(=O)C2CC(=O)N(c3ccc4c(c3)OCCO4)C2)ccc1OC (configuration not stated)
  -4.8	4.0	7.1	0.9	3.4	3.3	1.7	1.9	0.2	-5.5
> CCCCN(CC)CCNC(=O)Cn1cc2c(n1)-c1c(oc(C(=O)N3CCCC3)c1C)CC2
  0.9	-5.4	1.1	4.6	1.1	-5.0	-6.1	-3.0	-5.2	3.5
> Cc1ccc(S(=O)(=O)NCCC(=O)N2CCN(S(=O)(=O)c3ccccc3)CC2)cc1C
  -5.9	2.3	-6.8	-1.0	-3.6	-1.1	-7.6	1.2	8.4	-1.8
> CCOc1ccc(NC(=O)C2CCCN(S(=O)(=O)c3ccc4[nH]c(=O)ccc4c3)C2)cc1 (configuration not stated)
  -3.8	-0.8	-2.9	6.8	1.4	2.4	4.5	11.1*	-17.3	1.1
> COc1cc(OC)cc(C(=O)N2CCC(C(=O)Nc3ccc4c(c3)OCCO4)CC2)c1
  2.4	-0.6	6.8	-6.2	3.9	-5.4	6.9	-0.3	2.2	-0.6
> COc1ccc(CNCCC(c2ccc(F)cc2)c2ccc(OC)cc2)cc1 (configuration not stated)
  5.3	-3.1	-13.0	-0.4	4.8	6.9	-2.9	-2.4	2.3	12.2
> COC(=O)c1ccc(OC)c(NS(=O)(=O)c2ccc(-n3cnnn3)cc2)c1
  1.0	-3.0	-3.1	-1.7	3.2	0.5	-7.3	-5.0	2.0	2.3
> Cc1cc(C)c2ccc3c(C)c(C)n(C)c3c2n1
  0.2	4.2	2.9	11.2	-3.7	-1.6	-5.3	1.0	-2.4	2.5
> CC(=O)/C(=N\Nc1ccc(C)cc1)Sc1nncn1C
  -2.4	5.2	-3.1	5.0	1.1	1.4	-4.8	1.2	1.9	1.9
> O=C(COc1ccc(-c2ccccc2)cc1)Nc1cccnc1
  1.5	-2.0	-5.9	8.0	3.2	0.0	8.6	-1.7	-6.1	-2.9
> COc1ccc(C(=O)OCC(=O)c2ccc[nH]2)c(OC)c1
  1.7	0.8	2.5	4.2	3.6	1.0	5.7	-1.9	1.6	4.6
> COc1ccc(S(=O)(=O)N2CCC(C(=O)NC3CC(C)(C)NC(C)(C)C3)CC2)cc1
  12.5	-2.6	2.1	-4.6	1.3	-0.9	-8.9	-1.2	-5.5	3.7
> CC1CC(NC(=O)Cc2ccc(Br)cc2)CC(C)(C)C1 (configuration not stated)
  -2.6	4.0	-17.4	0.2	-3.0	-3.7	2.5	6.7	-7.9	-9.1
> O=C(NC(=S)Nc1ccc2oc(-c3ccncc3)nc2c1)c1ccccc1F
  4.9	-1.3	-6.5	37.1*	2.1	-1.7	4.1	-0.7	4.8	-3.5
> COc1ccc(Cn2c(CCCO)nc3ccccc32)cc1OC
  4.8	-0.7	9.1	0.7	-3.5	1.8	-10.3	-1.2	3.5	-6.2
> Cc1ccc(/C=C/C(=O)CCC(=O)O)cc1
  -1.9	4.5	-0.7	3.0	-0.1	0.6	-11.8	-1.4	-4.8	3.5
> Cc1ccc(C(=O)NC(=S)Nc2ccc(Oc3ccc(Cl)cc3)cc2)cc1
  6.9	-1.1	1.0	1.7	-0.2	4.7	-7.5	0.4	-1.2	-0.5
> CN(C)c1ccc(Nc2nc(N)c3ccccc3n2)cc1
  2.1	3.3	13.0	-3.9	-6.2	4.8	-3.2	-21.3	5.2	4.8
> O=[N+]([O-])c1ccc(P(=O)(Cc2ccccc2)c2ccccc2O)cc1 (configuration not stated)
  8.3	-3.0	-2.7	4.7	-3.4	1.8	-9.9	-0.1	0.8	3.9
> CS(=O)(=O)N1CCn2c1nc1ccccc12
  5.4	-0.9	3.3	-4.3	0.0	-1.0	8.0	-0.3	3.1	3.5
> COc1ccc(-c2cc(N3CCCC3)n3ncnc3n2)cc1
  -5.1	-1.0	-1.4	0.8	-0.8	0.2	3.8	1.2	-1.6	6.6
> CCCOc1ccc(F)cc1-c1cc(C(=O)NCc2ccco2)[nH]n1
  -2.1	0.5	.	-5.3	-0.7	3.7	-8.2	1.4	-12.3	-14.2
> C/C(=N\NC(=O)Cn1ccc(C(F)(F)F)n1)c1ccc(N2CCOCC2)cc1
  -6.2	-2.1	8.6	-4.1	-5.5	-3.1	4.3	1.3	0.3	6.4
> COCCNC(=O)/C(C#N)=C\c1ccc(CNS(=O)(=O)c2ccccc2)o1
  -0.4	2.6	0.0	-1.1	2.6	-1.6	-11.2	1.5	6.8	-6.0
> COCCN(C(=O)c1cc(-c2ccc(F)cc2)nc2ccccc12)c1c(N)n(CC(C)C)c(=O)[nH]c1=O
  3.8	-0.3	5.8	0.5	5.3	3.9	3.9	1.7	3.8	-1.1
> Cc1ccc(C(=O)NNC(=O)Cc2nc3nc(C)cc(C)n3n2)cc1
  7.1	1.4	4.8	-2.4	-0.8	0.8	-15.9	-4.0	-5.5	-3.4
> COc1ccc(C(CNC(=O)/C=C/c2c(Cl)nc3ccccn23)N(C)C)cc1 (configuration not stated)
  -4.3	-3.3	-10.2	-5.2	4.2	-4.0	2.1	1.3	-9.7	3.9
> COc1ccc(/C(C)=N\O)cc1OC
  -1.8	-2.4	7.5	5.1	-0.2	-1.4	5.2	-1.5	6.0	1.2
> O=C(CC(C(=O)O)c1ccc(Cl)cc1)c1ccc(Br)cc1 (configuration not stated)
  11.3	-2.3	-0.8	-8.8	3.8	19.6	-5.1	0.5	6.4	2.6
> CC(=O)c1cccc(OCC(=O)N(Cc2ccco2)c2c(N)n(Cc3ccccc3)c(=O)[nH]c2=O)c1
  3.1	2.9	1.6	6.5	-1.7	3.5	0.2	-0.9	5.6	5.6
> N#CCc1ccc(-c2cccc3nccn23)cc1
  -6.0	0.9	.	-5.3	-2.0	-0.3	1.1	0.3	-2.7	6.3
> CSCC[C@H](NC(=O)c1cccs1)c1nnc2ccccn12
  -4.5	2.8	2.9	-1.6	-1.4	-1.1	12.3	-1.5	10.3	3.9
> CCCCC(=O)NC1(C(F)(F)F)C(=O)Nc2c1c(=O)[nH]c(=O)n2Cc1ccco1 (configuration not stated)
  -4.9	-3.1	-4.6	-1.8	2.9	5.1	16.2	-2.8	13.2	1.6
> CC(C)Sc1oc(-c2ccco2)nc1S(=O)(=O)c1ccc(F)cc1
  -1.7	9.1	-12.4	3.9	4.2	18.7	-3.9	-4.0	2.7	0.9
> COc1cccc(NC(=O)c2cccc(N3C(=O)C4CCC(C)CC4C3=O)c2)c1 (configuration not stated)
  7.4	-2.7	-18.6	0.1	2.9	4.5	-9.4	-0.5	-2.9	2.4
> CCN(CC)C1=N/C(=C\c2ccco2)C(=O)N1c1ccccc1
  7.3	7.6	7.0	0.6	1.9	8.8	4.5	0.4	-1.2	13.4
> COCC(C)NC(=O)Cn1c(SCc2ccccc2)nc2ccccc21 (configuration not stated)
  -9.8	0.7	3.4	3.8	0.4	-0.7	-3.9	-1.8	-3.0	-1.0
> Cc1nc(N)sc1-c1csc(Nc2ccccn2)n1
  -4.4	23.2*	24.3	-1.9	2.2	19.7	4.9	-1.8	2.3	20.1
> Nc1nnc(Cc2c[nH]c3ccccc23)s1
  5.1	1.9	8.4	1.3	-2.3	4.2	10.2	0.9	1.7	0.2
> Cc1cc(C)cc(CC(=O)N2CCC2(C)C(=O)NS(=O)(=O)c2cccc(F)c2)c1 (configuration not stated)
  2.0	-2.9	.	1.9	-4.3	6.5	-1.0	-3.6	1.8	0.4
> COc1ccc2c(c1)c(=O)c(C(=O)c1ccccc1)cn2Cc1ccc(C)cc1
  -3.9	-6.0	-35.5	-9.1	-0.4	4.6	-10.0	-2.7	-3.9	3.2
